S1P3 agonist = S1P3 (human) receptor agonism; Q99500; S1P3 NFAT-BLA reporter cells, FRET ratio; relative to 1 µM S1P, basal subtracted; activation, % at 4.5 µM; hit rate 0.1% among 60,000; AID 373;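 active means activation above the screen-wide mean plus 3 SD, cut at about 4.5% in these data, passing the limit was not always enough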; further: some compounds called inactive have numbers as strong as hits
Target sequence (Q99500 whole entry, looked up): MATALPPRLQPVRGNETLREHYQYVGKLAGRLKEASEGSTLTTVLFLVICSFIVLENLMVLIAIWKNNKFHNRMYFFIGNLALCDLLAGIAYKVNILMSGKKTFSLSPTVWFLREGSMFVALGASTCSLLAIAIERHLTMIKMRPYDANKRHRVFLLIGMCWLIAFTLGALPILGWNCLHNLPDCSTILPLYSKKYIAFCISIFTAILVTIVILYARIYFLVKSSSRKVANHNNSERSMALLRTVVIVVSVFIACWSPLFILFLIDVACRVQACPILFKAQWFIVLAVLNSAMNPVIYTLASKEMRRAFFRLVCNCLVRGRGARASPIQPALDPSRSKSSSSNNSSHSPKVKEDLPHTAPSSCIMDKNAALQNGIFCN
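Measure – % activation relative to 1 µM S1P (100%), per plate · System – stable CHO line with human S1P3, Gα16, NFAT-BLA reporter · Timing – cells plated overnight, compound 4 h 37 °C, substrate 2 h RT · Technique – fluorescent BLA substrate, ex 405 nm, em 460/535 nm ratio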
S1P1 ag pot = S1P1 (human) agonism or agonism potentiation; P21453; S1P1 CRE-bla cells, forskolin, beta-lactamase FRET, potentiator mode; S1P1 agonist co-added at EC20, 2 nM; 100% = saturating reference agonist, 0% = basal; activation, % at 9.5 µM; hit rate 0.57% among 56,000; AID 449;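 active means activation above a cutoff set at the mean activation of all tested compounds plus 3 SD, cut at about 54% in these data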;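 further: forskolin at 4 µM as EC80 and the EC20 agonist is SEW2871; 100% = SEW2871 at its EC100 plus forskolin at EC80; some compounds past the cut are filed as inactive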
E coli RNAP = Escherichia coli RNA polymerase inhibition; E. coli RNA polymerase, fluorescence transcription assay; inhibition, %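 (tested at 10 µM)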; hit rate 0.2% among 62,000; AID 559; in the data active means inhibition above about 20%;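 further: 0% = enzyme without compound and 100% = no enzyme blank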
TNAP act DEA = activators of human TNAP at intermediate phosphate acceptor; 64,000 tested, under 10 active; P05186; activation factor at 20 µM; purified TNAP, CDP-star luminescence, 100 mM DEA, 30 min; hits give high values; scale: 0 levamisole-inhibited, 1 vehicle-only enzyme;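 active means activation factor of at least 2 at 20 µM, relative to controls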
M1 agonist = activates the M1 muscarinic receptor. CHO-M1 cells, Fluo-4 calcium fluorescence, agonist mode; hits give high values. B-score at 10 µM. hit rate 3% among 64,000. AID 626;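 active means fluorescence rise, raw or as B-score row- and column-corrected plate score, outside the 99.7% band of its plate's samples, either direction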
Jurkat viability = reduces viability or proliferation of Jurkat cells; Jurkat E6.1 viability, ATP luminescence, 48 h; inhibition, % at 4 µM; hit rate 1.2% among 56,000;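 active means inhibition above the mean inhibition of all tested compounds plus 3 SD, cut at about 28% in these data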
HEK293 NFkB inh = inhibitors of the PMA/ionomycin-induced NF-kB reporter in HEK293 cells | HEK-293 NF-kB luciferase reporter, luminescence | inhibition, % at 3 µM | hit rate 0.21% among 62,000;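 active means inhibition above the mean of all tested compounds plus 3 SD, cut at about 40% in these data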;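 further: 0% = stimulated DMSO wells and 100% = 10 µM reference inhibitor 5653914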
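Reagent: PMA plus ionomycin mix as NF-kB-activating stimulus. Assay system: NF-kB luciferase reporter HEK-293 cells. Technique: luminescence from luciferase substrate reagent. Incubation: 1 h compound pre-incubation, 16 h PMA/ionomycin at 37 °C. Benchmarks: DMSO only as uninhibited control, 10 µM reference inhibitor as full inhibition. Repeats: tested once.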
M1 antagonist = blocks the rat M1 muscarinic receptor response to acetylcholine. B-score at 10 µM. hit rate 3.4% among 64,000. CHO-M1 cells, Fluo-4 calcium, ACh EC80 antagonist mode; hits give low values. P08482;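 active means calcium fluorescence response, raw or row-and-column corrected B-score, differing from the plate sample mean either way at a set confidence level, mostly lower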
D1 mod = allosteric modulators of human D1 dopamine receptor. hit rate 5.9% among 58,000. AID 641. B-score at 10 µM. P21728. HEK293 D1, CRE-luciferase, dopamine EC30 potentiation; actives deviate in either direction;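 active means luminescence count or its row- and column-corrected plate score outside the 99.7% band of the plate's sample wells, on either side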
Target sequence (P21728 whole entry, looked up): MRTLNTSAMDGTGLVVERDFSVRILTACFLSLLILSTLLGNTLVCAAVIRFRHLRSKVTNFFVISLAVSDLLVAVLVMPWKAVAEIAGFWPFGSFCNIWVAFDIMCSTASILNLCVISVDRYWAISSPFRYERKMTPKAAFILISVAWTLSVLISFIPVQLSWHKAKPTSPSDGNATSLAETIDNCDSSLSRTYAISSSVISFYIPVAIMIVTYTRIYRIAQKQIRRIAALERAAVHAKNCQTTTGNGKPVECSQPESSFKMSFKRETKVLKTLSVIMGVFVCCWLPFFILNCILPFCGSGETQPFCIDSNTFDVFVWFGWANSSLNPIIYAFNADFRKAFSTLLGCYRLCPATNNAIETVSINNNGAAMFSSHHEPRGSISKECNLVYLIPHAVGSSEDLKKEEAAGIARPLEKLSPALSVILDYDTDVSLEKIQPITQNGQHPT
The depositor's hits bear a star; nt = no result given. Rows are unselected, and some 12% of all compounds hit somewhere here.

SMILES	S1P3 agonist	S1P1 ag pot	E coli RNAP	TNAP act DEA	M1 agonist	Jurkat viability	HEK293 NFkB inh	M1 antagonist	D1 mod
OCCn1c(CSc2nc3ccccc3n2CCO)nc2ccccc21	-0.6	-18	4	1	-0.31	4	15	-0.26	-0.43
CC(=NCc1ccco1)c1c(C)[nH]n(-c2nc3ccccc3s2)c1=O	0.7	-9	11	1	0.26	18	-29	0.17	0.9
CCN(CC)C(=O)c1cc(-c2ccccc2OC)on1	0.0	-11	-5	0.9	0.016	-6	7	0.19	-0.15
CCOC(=O)c1ccc(NC(=O)CSc2nnc(-c3ccncc3)n2C)cc1	-0.5	-14	0	1.1	-0.14	2	6	0.23	nt
Cc1cc2c(c(=O)n1CCN(C)C)C(c1ccc(Br)cc1)C(C#N)=C(N)O2 (configuration not stated)	-0.7	12	2	0.9	1.5	7	20	0.044	-0.61
CCC(C)N1C(=O)c2ccccc2C1C(=O)NC1CCCCCC1 (configuration not stated)	0.1	-6	2	1	-0.21	-7	5	0.48	-1.3
COc1cccc(C2C(C(=O)c3sc(C)nc3C)=C(O)C(=O)N2CCN2CCOCC2)c1OC (configuration not stated)	1.0	5	nt	0.9	-1.1	nt	nt	-0.45	nt
CC(C)Oc1ccc(C(=O)CCN2CCCCC2)cc1	-0.8	3	5	0.9	-0.0023	nt	nt	-0.59	nt
CCOC(=O)C1CCCN(S(=O)(=O)c2cccc3cccnc23)C1 (configuration not stated)	-1.1	8	nt	1	0.67	6	17	-1.9	0.035
CC#CCCCC(=O)Nc1ccccc1C(=O)O	-1.0	9	3	0.9	0.28	-11	-39	1	-0.011

Of the compounds above, these contain an aryl thioether with sulfur outside any ring.
SMILES	S1P3 agonist	S1P1 ag pot	E coli RNAP	TNAP act DEA	M1 agonist	Jurkat viability	HEK293 NFkB inh	M1 antagonist	D1 mod
OCCn1c(CSc2nc3ccccc3n2CCO)nc2ccccc21	-0.6	-18	4	1	-0.31	4	15	-0.26	-0.43
CCOC(=O)c1ccc(NC(=O)CSc2nnc(-c3ccncc3)n2C)cc1	-0.5	-14	0	1.1	-0.14	2	6	0.23	nt

Carrying on.
SMILES	S1P3 agonist	S1P1 ag pot	E coli RNAP	TNAP act DEA	M1 agonist	Jurkat viability	HEK293 NFkB inh	M1 antagonist	D1 mod
c1coc(CNc2c3c(nc4ncnn24)CCCC3)c1	nt	nt	9	1	0.028	nt	13	1.5	-0.061
CCc1ccc(NC(=O)CSc2nnc(Cc3cccn3C)n2-c2ccc(OC)cc2)cc1	-1.5	3	-9	1	-0.3	3	-3	-0.19	0.04
COCCN(CC(=O)NC1CCCCC1)C(=O)CSc1nc2ccccc2o1	-0.6	-15	9	0.9	-0.69	10	11	-0.16	0.038
CCOC(=O)C1C(=O)C=C(N2CCOCC2)CC1c1cccc(OC)c1 (configuration not stated)	-1.0	6	-5	0.9	1.1	7	17	-0.96	-1
CCOC(=O)c1oc2ccccc2c1CSc1nnc(-c2ccco2)o1	-0.9	3	9	0.9	-0.75	-4	6	0.12	nt
Cn1c(CNC(=O)Nc2ccccc2Cl)nnc1SCc1ccccc1	-0.1	11	5	0.9	-0.78	2	23	0.07	-0.31
O=C(COc1ccc(-n2cnnn2)cc1)N1CCN(c2ccc(F)cc2)CC1	0.4	21	9	0.9	0.26	9	-4	0.44	-0.5
O=C(Cn1c(CN2CCCCC2)nc2ccccc2c1=O)NC1CCCCC1	nt	nt	-1	1	0.04	nt	5	0.58	nt
CCOC(=O)c1cc(-c2cccnc2)nn1-c1ccccn1	-2.3	-4	4	1	-0.14	-5	16	0.36	nt
Cc1ccc(-c2nnnn2CS(=O)(=O)c2ccccc2)cc1	0.0	23	6	0.8	0.017	2	17	-0.26	-0.55
COc1ccc(OCCOCC(O)CN2CCOCC2)cc1 (configuration not stated)	-1.1	-3	-8	0.9	0.37	-4	7	-0.32	1.9
O=C(c1ccc(Cl)cc1)c1ccccc1C(=O)N1CCOCC1	-1.2	-4	7	1	0.29	5	13	0.76	-0.45
COc1cccc2c(=O)n(CC(=O)N3CCN(c4ccccc4)CC3)ccc12	0.5	-10	8	1	0.2	6	10	-0.37	0.39
CCCS(=O)(=O)N1CCCC(C(=O)NCCCN(C)Cc2ccccc2)C1 (configuration not stated)	-0.1	-17	5	1	0.78	3	18	-0.057	-0.51
O=C(NCCN1CCOCC1)c1ccncc1	-1.3	-6	10	0.9	-1.7	5	11	0.73	1.1
CCOC(=O)c1c(-c2ccc(C)o2)csc1NC(=O)CSc1nnnn1-c1ccccc1	-1.0	-25	7	0.9	3.6	-1	14	0.64	-0.82
COC1(c2cc(-c3ccccc3)nc(N)n2)CCCCC1	-0.4	-38	-3	1	0.091	5	7	-0.66	0.37
N#Cc1c(N)nc2c(c1N)CC(=O)N2c1ccccc1-c1ccccc1	1.1	-22	-1	1	-0.96	-1	19	-0.16	3.1
Cc1cc(NS(=O)(=O)c2ccccc2)n(-c2ccccc2)n1	1.1	-1	8	0.8	-0.05	-9	3	0.61	-0.53
Cc1nc2nc[nH]n2c(=O)c1NC(=O)CCc1ccccc1	0.0	-12	6	0.9	-0.67	-6	14	-0.095	0.82
CCOC(=O)C1=C(N)Oc2cc(C)n(C)c(=O)c2C1c1ccncc1 (configuration not stated)	-0.6	5	4	0.9	nt	2	-3	nt	-0.34
CCOc1ccc(Nc2nc(Cc3nnc(SCC(=O)O)o3)cs2)cc1	-0.3	-2	3	0.9	0.39	2	9	-1.5	-0.69
Cc1nn(S(=O)(=O)N(C)C)c(C)c1CN1C(=O)c2ccccc2C1=O	-0.6	-40	-6	1	0.62	-8	-4	0.17	-0.044
CCc1ccc(N2CC(C(=O)NCc3ccc4c(c3)OCO4)CC2=O)cc1 (configuration not stated)	-0.9	-11	9	0.8	0.41	-5	6	0.0093	-1.1
COC(=O)c1[nH]c2c(c1C)C(=O)CC(c1ccccc1)C2 (configuration not stated)	-1.0	-26	3	1	nt	98*	44*	nt	-2
COc1ccc(NC(=O)c2cnc3ccccn3c2=O)cc1OC	1.5	-3	9	0.8	-1.7	-6	-2	0.21	0.14
CC(C)c1nnc(NC(=O)CCC(=O)N2CCN(C3CCCCC3)CC2)s1	-0.4	-8	nt	0.9	3.1*	2	12	-0.027	-0.087
CCOC(=O)CN1C2=NCCN2c2ccccc21	-0.8	-7	8	0.8	0.1	-9	22	-0.27	-0.91
Cc1ccc(S(=O)(=O)N2CCN(c3nc4ccccc4nc3-n3nc(C)cc3C)CC2)cc1	-0.1	-14	3	0.9	0.084	0	17	-0.39	-0.0044
CCCCn1nnnc1NCc1ccc(OC)c(OC)c1OC	-1.4	-15	-1	0.9	-0.04	-2	1	0.041	-0.48
COc1ccc(S(=O)(=O)Nc2ccc3c(c2)OCCO3)cc1Cl	-1.0	18	1	1	0.38	2	14	-0.5	-2
O=C(CSc1nnnn1-c1ccccc1)N1CCN(C(=O)c2ccco2)CC1	-0.3	8	4	0.9	-0.64	-2	15	-0.52	0.12
O=C(CC(C(=O)O)C1CCCO1)NCc1ccccc1 (configuration not stated)	-0.9	-16	nt	1	0.98	-1	15	0.37	-0.91
CCN(CC)S(=O)(=O)c1ccc(C(=O)OCn2nnc3ccccc3c2=O)cc1	-1.1	-18	nt	nt	6.2*	4	13	0.22	-1
COc1ccc(C2(C(=O)NCC3CCCO3)CCOCC2)cc1 (configuration not stated)	-0.5	0	4	0.9	-0.43	-1	17	0.15	-0.52
CNc1oc(-c2ccccc2Cl)nc1C#N	-4.0	0	nt	0.9	0.0064	nt	nt	0.26	nt
O=C(CSc1nnc(-c2ccc3c(c2)OCCO3)o1)N1CCCC1	-0.6	3	0	0.8	nt	6	-12	nt	-3.4
O=C1CC(c2ccc(F)c(Br)c2)C2=C(CCCC2=O)N1 (configuration not stated)	-0.3	-24	3	0.9	-0.63	2	4	0.29	-0.38
CCC(C)(C)n1nnnc1C(c1cc(OC)c(OC)c(OC)c1)N1CCN(c2ccccc2)CC1 (configuration not stated)	-0.8	-2	-2	1	-0.029	2	14	0.11	-0.65
COc1cccc(C2CC(c3ccc(C)cc3)Nc3nc(N)nn32)c1 (configuration not stated)	-0.8	-8	-9	0.9	-0.84	-8	4	-0.44	0.64
c1ccc(SCCOCCn2cncn2)cc1	-0.9	1	9	0.9	0.5	-2	8	-0.15	-1.1
COc1ccc(-n2ncc3c(NCc4cccs4)ncnc32)cc1	-0.8	-64	10	0.9	-0.46	-3	-28	0.018	nt
CC(=O)c1cccc(NC(=O)Nc2cccs2)c1	nt	nt	6	0.9	1.8	nt	15	-0.71	nt
C=CCN1C(=O)C2(/C(=C(\O)c3ccc4c(c3)OCCO4)C(=O)C(=O)N2CCCOC)c2ccccc21 (configuration not stated)	-1.5	-5	7	1	-0.32	0	8	-0.16	-1.7
CC(C)c1ccc(CNc2ccc(N3CCOCC3)cc2)cc1	-0.5	14	5	0.9	0.018	-3	15	0.27	-0.78
CCOc1cc(S(=O)(=O)NCc2ccc3c(c2)OCO3)c(C)cc1C	-0.7	nt	-1	0.8	0.074	7	1	0.22	0.074
O=C(NCc1ccco1)c1cc2nc(-c3ccc4c(c3)OCO4)cc(C(F)(F)F)n2n1	-0.2	-35	-13	0.9	0.01	-7	15	0.16	-0.79
CN(C)C=Nc1ncc2c3ccccc3n(Cc3ccccc3)c2c1C#N	-1.0	-5	3	0.9	0.55	6	2	0.21	-2.1
COc1ccccc1NC(=O)CSc1ncnc2c1oc1ccccc12	-1.3	-26	10	1	-0.3	-1	20	0.025	3.8
Cc1nc2c(C(=O)NCc3ccc4c(c3)OCO4)c[nH]n2c(=O)c1Cl	nt	nt	7	0.9	-0.044	nt	6	-0.36	0.5
The list goes on:
SMILES	S1P3 agonist	S1P1 ag pot	E coli RNAP	TNAP act DEA	M1 agonist	Jurkat viability	HEK293 NFkB inh	M1 antagonist	D1 mod
O=C(O)CC1C(=O)NCCN1Cc1ccc(F)c(F)c1 (configuration not stated)	0.1	4	-5	0.9	-0.27	-10	6	1.4*	-0.52
CN(C(=O)c1cc2nc(-c3ccco3)cc(C(F)(F)F)n2n1)C1CCCCC1	-1.4	-17	4	0.9	0.093	7	22	-0.4	1.3
Cn1c(SCc2ccc(C#N)cc2)nnc1-c1cccc(Cl)c1	0.1	-3	11	0.9	nt	-3	1	nt	0.23
Cc1ccc(S(=O)(=O)NCc2ccc(C(=O)NCCCN3CCN(C)CC3)cc2)cc1	0.8	-11	4	1	0.62	0	-5	1.4	nt
C=CCn1c(SCC(=O)Nc2cccc(OC)c2)nnc1-c1cccnc1	-0.1	3	3	0.8	0.24	-4	5	0.05	-0.42
O=C(Cc1ccc(Br)cc1)N1CCCCCC1	-0.2	5	5	0.9	0.43	-2	-7	0.51	-0.34

3 records picked at random from those above, as already listed:
SMILES	S1P3 agonist	S1P1 ag pot	E coli RNAP	TNAP act DEA	M1 agonist	Jurkat viability	HEK293 NFkB inh	M1 antagonist	D1 mod
CC(C)Oc1ccc(C(=O)CCN2CCCCC2)cc1	-0.8	3	5	0.9	-0.0023	nt	nt	-0.59	nt
COc1cccc(C2C(C(=O)c3sc(C)nc3C)=C(O)C(=O)N2CCN2CCOCC2)c1OC (configuration not stated)	1.0	5	nt	0.9	-1.1	nt	nt	-0.45	nt
COc1ccc(OCCOCC(O)CN2CCOCC2)cc1 (configuration not stated)	-1.1	-3	-8	0.9	0.37	-4	7	-0.32	1.9

Assay outcomes deposited in PubChem by several laboratories.
